Platelet DG rel: inhibitors of platelet dense granule secretion, primary screen, cell-based, MLPCN, human platelets. human platelet-rich plasma, SFLLRN dense granule ATP release, luminescence. 0.22% of 300,000 active. inhibition, %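 (compounds screened at 7.5 µM in platelet-rich plasma)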;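 active = mean replicate score, as percent of positive control, at or above 50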
Dyrk1A ADPGlo: rat Dyrk1A kinase inhibitors, primary screen, biochemical, single point, plate reader; Dual specificity tyrosine-phosphorylation-regulated kinase 1A (Rattus norvegicus), Q63470; ADP-Glo luminescence, NFATc1 peptide; inhibition, % at 12.5 µM; 0.43% of 310,000 active; AID 504441, 2011; in the data active = inhibition above about 50%;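 also: plate controls were vehicle with enzyme for no effect and no enzyme for full effect; many of its hits are not listed in these tables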
TRPC4 PAM: positive allosteric modulators of TRPC4, primary screen, cell-based, mouse TRPC4beta, HEK293 mu-opioid, Fluo-4 calcium | Short transient receptor potential channel 4 (Mus musculus), Q9QUQ5 | DAMGO EC20, Fluo-4 Ca2+ flux; stronger effect = higher value | B-score at 10 µM | 0.42% of 310,000 active | AID 2227, 2009;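 active = B-score of calcium response area above 5 SD of library B-scores, with initial fluorescence ratio within 5 SD of library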;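 also: B-score of integrated fluorescence ratio over time as area under calcium response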
hERG protect: hERG rescue from dofetilide block, primary screen, cell-based, CHO-hERG, FluxOR thallium flux, dofetilide IC70; Voltage-gated inwardly rectifying potassium channel KCNH2 (Homo sapiens), Q12809; dofetilide IC70 present; activation (rescue from dofetilide block), less the hit threshold, % at 10 µM; 0.51% of 310,000 active;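 active = activation above the mean of controls blocked by dofetilide plus 5 SD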;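 also: thallium influx through hERG after potassium depolarization seen as dye fluorescence rise; in these data hits start at about 4.7%; inactives centre near -7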
KCNQ1 inh: inhibitors of human KCNQ1 channel, primary screen, cell-based, thallium flux, high-throughput | CHO-K1 KCNQ1, FluxOR thallium flux fluorescence; stronger effect = higher value | B-score at 10 µM | 1.3% of 310,000 active | Potassium voltage-gated channel subfamily KQT member 1 (Homo sapiens), P51787;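 active = compounds whose thallium flux B-score, printed positive for inhibition, exceeds three library SD while starting fluorescence stays within three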;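 also: channel opened by potassium depolarization with thallium stimulus after 20 min compound exposure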
KCNK9 inh: KCNK9 potassium channel inhibitors, primary screen, HEK293 cells, thallium flux; Potassium channel subfamily K member 9 (Homo sapiens), Q9NPC2; FluxOR thallium flux fluorescence; stronger effect = lower value; B-score at 10 µM; 1.2% of 310,000 active; AID 488922, 2010;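 active = ratio B-score over 3 SD below the library mean, with starting fluorescence within 5 SD of its mean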;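 also: negative B-score means less thallium flux so channel inhibition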
KCNQ1 pot: potentiators or activators of KCNQ1 channel, primary screen, cell-based, thallium flux, high-throughput | B-score at 10 µM | 0.35% of 310,000 active | AID 2648, 2010 | Potassium voltage-gated channel subfamily KQT member 1 (Homo sapiens), P51787 | CHO-K1 KCNQ1, thallium flux FluxOR fluorescence; stronger effect = higher value;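 active = fluorescence ratio B-score, a plate-corrected score, at least three library SD, with initial intensity B-score within 5 SD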
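Assay system: stable KCNQ1 CHO-K1 line; medium: assay buffer, equal DMSO in all wells; timing: 90 min dye loading and 20 min compound exposure, both at room temperature; technique: kinetic FluxOR thallium fluorescence, 10-s 1-Hz baseline, 110-s post-stimulus read; read-out basis: B score of baseline-normalized fluorescence ratio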
TRPC4 agonist: activators of mouse TRPC4 channel, primary screen, Fluo4 calcium, HEK293 TRPC4beta/mu-opioid cells | B-score at 10 µM | Short transient receptor potential channel 4 (Mus musculus), Q9QUQ5 | 0.49% of 310,000 active | Fluo4 calcium fluorescence; stronger effect = higher value;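 active = B-score above 5 SD of library B-scores, and initial fluorescence ratio not above library mean plus 5 SD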;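 also: positive B-score marks a calcium rise read as TRPC4 activation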
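System – HEK293 cells stably co-expressing mouse TRPC4beta and mu-opioid receptor · Signal – Fluo4 calcium-sensitive dye fluorescence, kinetic, 1 Hz baseline · Benchmarks – buffer (low) and maximal DAMGO (high) · Read-out – B score of integrated fluorescence ratio per well · Incubation – dye loading 45 min room temperature, 110 s kinetic read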
TRPC4 inh: inhibitors of mouse TRPC4 channel, primary screen, Fluo4 calcium, HEK293 TRPC4beta/mu-opioid cells. Short transient receptor potential channel 4 (Mus musculus), Q9QUQ5. DAMGO-evoked Fluo4 calcium flux; stronger effect = lower value. B-score at 10 µM. 0.39% of 300,000 active;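 active = B-score over 3 SD under the library average, no early fluorescence shift, positive overall ratio signal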
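Assay system – HEK293 line stably carrying TRPC4beta and mu-opioid receptor · Doses – single dose · Detection – Fluo4 calcium-dye fluorescence, kinetic read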
KCNK3 block: human KCNK3 channel inhibitors, primary screen, CHO cells, FluxOR thallium flux, B-score | FluxOR fluorescence; stronger effect = lower value | AID 602410, 2012 | B-score at 10 µM | 0.84% of 340,000 active;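 active = B-score under library mean minus 4 SD, starting fluorescence ratio at most library mean plus 5 SD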;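 also: more negative B-score means stronger inhibition of thallium flux through KCNK3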
PolyA inhibitor: polyadenylation inhibitors in yeast reporter cells, primary screen, luminescence, S. cerevisiae; S. cerevisiae SKY197-pL101 polyadenylation reporter, beta-gal luminescence; efflux-impaired pdr1/pdr3 knockout yeast; score 100 = 6 SD above DMSO; calls only at 12 µM; 0.02% of 300,000 active;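 active = lowest replicate activity score at least 50, where 100 means six control SD above control mean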;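 also: yeast exposed to compound for 9 h at 30 °C; higher score means more reporter readthrough which indicates perturbed polyadenylation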
Starred values were filed as active, the others as inactive; i = inactive; / = not tested or not shown.

Letter code: A = Platelet DG rel; B = Dyrk1A ADPGlo; C = TRPC4 PAM; D = hERG protect; E = KCNQ1 inh; F = KCNK9 inh; G = KCNQ1 pot; H = TRPC4 agonist; I = TRPC4 inh; J = KCNK3 block; K = PolyA inhibitor
1. CCCc1nc(SCC(=O)N2CCCc3ccccc32)c2c(=O)n(C)c(=O)n(C)c2n1
  A = 3 | B = 5 | C = i | D = -26 | E = i | F = i | G = i | H = i | I = i | J = i | K = i

2. Cc1ccccc1CNC(=O)COc1ccccc1
  A = 7 | B = 0 | C = i | D = 0 | E = i | F = i | G = i | H = i | I = i | J = i | K = i

3. COc1cccc(-c2noc(C3CCCN(C(=O)CC(C)(C)C)C3)n2)c1 (configuration not stated)
  A = 1 | B = 5 | C = i | D = -19 | E = i | F = i | G = i | H = i | I = i | J = i | K = /

4. Brc1ccc(NC(c2ccccc2)c2ccncc2)cc1 (configuration not stated)
  A = -12 | B = 3 | C = i | D = -4 | E = i | F = i | G = i | H = i | I = i | J = i | K = i

5. CC(=O)Nc1cc[n+](CC(=O)c2cccc([N+](=O)[O-])c2)cc1
  A = -2 | B = 2 | C = i | D = -2 | E = i | F = i | G = i | H = i | I = i | J = i | K = i

6. CCn1c(SCC(=O)Nc2cc(OC)ccc2OC)nc2c(c1=O)SCC2
  A = -7 | B = -4 | C = i | D = -11 | E = i | F = i | G = i | H = i | I = i | J = i | K = i

7. CC(C)(C)NC(=S)N/N=C/c1c(Cl)cccc1Cl
  A = 10 | B = -5 | C = i | D = -4 | E = i | F = i | G = i | H = i | I = i | J = i | K = i

8. CC(=O)Nc1ccc(S(=O)(=O)Nc2cccc(-c3csc(C)n3)c2)cc1
  A = 1 | B = 3 | C = i | D = -26 | E = i | F = i | G = i | H = i | I = i | J = i | K = i

9. CCOc1ccc(Cc2c(C)[nH]c3ccc(C(=O)O)cc3c2=S)cc1
  A = 5 | B = -2 | C = i | D = -5 | E = i | F = i | G = i | H = i | I = i | J = i | K = i

10. N/C(=N\OC(=O)c1cccc(C(F)(F)F)c1)c1cnccn1
  A = -19 | B = / | C = i | D = -2 | E = i | F = i | G = i | H = i | I = i | J = i | K = i

11. O=C(O)CCCCCCC1C(=O)NC(=O)N1CCC(O)C1CCCCC1 (configuration not stated)
  A = 88* | B = 6 | C = i | D = -4 | E = i | F = i | G = i | H = i | I = i | J = i | K = i

12. CC(C)(C)NC(=O)Cn1nnc(-c2cccs2)n1
  A = -9 | B = 0 | C = i | D = -11 | E = i | F = i | G = i | H = i | I = i | J = i | K = i

13. Cn1c(SCc2c(Cl)cccc2Cl)nnc1-c1cccs1
  A = -11 | B = -1 | C = i | D = -15 | E = i | F = i | G = i | H = i | I = i | J = i | K = /

14. CNS(=O)(=O)c1ccc(Oc2ccc(S(=O)(=O)NC)cc2)cc1
  A = / | B = -1 | C = i | D = 0 | E = i | F = i | G = i | H = i | I = i | J = i | K = /

5 compounds drawn at random from those above, as already listed:
Letter code: A = Platelet DG rel; B = Dyrk1A ADPGlo; C = TRPC4 PAM; D = hERG protect; E = KCNQ1 inh; F = KCNK9 inh; G = KCNQ1 pot; H = TRPC4 agonist; I = TRPC4 inh; J = KCNK3 block; K = PolyA inhibitor
10. N/C(=N\OC(=O)c1cccc(C(F)(F)F)c1)c1cnccn1
  A = -19 | B = / | C = i | D = -2 | E = i | F = i | G = i | H = i | I = i | J = i | K = i

7. CC(C)(C)NC(=S)N/N=C/c1c(Cl)cccc1Cl
  A = 10 | B = -5 | C = i | D = -4 | E = i | F = i | G = i | H = i | I = i | J = i | K = i

11. O=C(O)CCCCCCC1C(=O)NC(=O)N1CCC(O)C1CCCCC1 (configuration not stated)
  A = 88* | B = 6 | C = i | D = -4 | E = i | F = i | G = i | H = i | I = i | J = i | K = i

12. CC(C)(C)NC(=O)Cn1nnc(-c2cccs2)n1
  A = -9 | B = 0 | C = i | D = -11 | E = i | F = i | G = i | H = i | I = i | J = i | K = i

1. CCCc1nc(SCC(=O)N2CCCc3ccccc32)c2c(=O)n(C)c(=O)n(C)c2n1
  A = 3 | B = 5 | C = i | D = -26 | E = i | F = i | G = i | H = i | I = i | J = i | K = i

These rows are one share of the data; the hit share may differ from the screen's.
